cardiac RTF act: cardiac RTF calcium sensitization | P19429+P45379 | IANBD-labeled TnC RTF fluorescence at EC20 calcium; 0% EC20 calcium, 100% full calcium | activation, % at 7.2 µM | 340,000 tested, 0.24% active | AID 493008;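 active = activation above the mean over all tested compounds plus 3 SD, cut at about 30% in these data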;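 also: rise in fluorescence read as greater calcium sensitivity of cardiac thin filaments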
CDK5 p35 inh: blocks human CDK5/p35 kinase activity | Q00535+Q15078 | Recombinant CDK5/p35, ADP-Glo luminescence, 60 min | inhibition, % at 10 µM | 330,000 tested, 0.01% active;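 active = highest replicate inhibition of at least 50% and at least 75% of replicates reaching 50%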;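 also: plate controls were DMSO neutral control for no effect and GW8510 at 10 µM for full effect; many of its hits are not listed in these tables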
Wnt act: Wnt/beta-catenin pathway activation; Wnt/beta-catenin reporter cell assay, activator, plate reader; activation, % at 9.35 µM; 300,000 tested, 1.2% active; in the data active = activation above about 30%, passing the limit was not always enough;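 also: 0% = neutral control wells and 100% = positive control wells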
dFosB act: mouse delta FosB homodimer activation; P13346; purified delta FosB, TAMRA-CDK5 oligo fluorescence polarization; percent of positive-control signal above neutral wells; activation, % at 25 µM; 340,000 tested, 0.99% active;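 active = mean activation above about 17%, with every replicate also reaching it, limit read from the data, passing the limit was not always enough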;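 also: fluorescence polarization rise as delta FosB binds a TAMRA Cdk5 AP-1 oligo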
Target sequence (P13346 whole entry, looked up): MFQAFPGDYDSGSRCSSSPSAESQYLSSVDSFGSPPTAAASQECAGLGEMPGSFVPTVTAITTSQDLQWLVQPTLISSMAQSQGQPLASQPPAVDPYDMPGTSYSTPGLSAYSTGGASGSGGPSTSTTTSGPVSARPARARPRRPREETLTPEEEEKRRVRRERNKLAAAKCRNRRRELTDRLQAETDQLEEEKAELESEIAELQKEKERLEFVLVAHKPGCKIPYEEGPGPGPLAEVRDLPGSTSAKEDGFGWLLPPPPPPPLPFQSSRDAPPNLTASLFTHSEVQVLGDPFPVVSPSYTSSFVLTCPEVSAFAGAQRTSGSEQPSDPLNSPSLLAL
MITF TRPM1 HTS: MITF TRPM1 promoter activation in melanoma cells; SK-MEL-5 TRPM1-promoter luciferase, 24 h; % of positive control, neutral wells = 0; AID 588334; activation, % at 12.5 µM; 300,000 tested, 0.75% active;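 active = mean activation of at least 80% with every replicate also reaching 80%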;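 also: 0% = neutral control wells and 100% = parthenolide positive control wells; values of inactives mirror those of a sister screen read the other way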
Rtt109 HAT inh: blocks Candida albicans Rtt109/Vps75 acetyltransferase activity; Q5AAJ8; purified Rtt109/Vps75, ThioGlo CoA-SH fluorescence, 4 h; inhibition, % at 34.9 µM; 330,000 tested, 0.16% active; AID 540336;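 active = inhibition of at least 50% in every replicate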
Target sequence (Q5AAJ8 whole entry, looked up): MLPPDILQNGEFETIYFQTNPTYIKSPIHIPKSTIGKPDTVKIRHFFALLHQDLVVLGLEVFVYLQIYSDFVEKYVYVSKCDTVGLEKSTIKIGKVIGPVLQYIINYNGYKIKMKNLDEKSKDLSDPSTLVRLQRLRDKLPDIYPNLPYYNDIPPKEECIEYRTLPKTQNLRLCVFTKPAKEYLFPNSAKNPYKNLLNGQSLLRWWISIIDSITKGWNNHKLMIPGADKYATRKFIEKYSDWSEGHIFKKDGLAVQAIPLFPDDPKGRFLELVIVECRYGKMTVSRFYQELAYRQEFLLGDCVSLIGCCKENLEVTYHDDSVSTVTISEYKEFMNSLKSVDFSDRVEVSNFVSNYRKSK
CAL PDZ FP-1: blocks peptide binding to the human CAL PDZ domain; AID 602252; 300,000 tested, 0.92% active; purified CAL PDZ, TMR-peptide fluorescence polarization, 1 h; Q9HD26; inhibition, % at 24.9 µM;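 active = mean inhibition of at least 30% with at least half of replicates also reaching 30%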;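 also: 0% = DMSO neutral control and 100% = excess unlabeled competitor peptide PRC23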
Tat transport: E. coli Tat transport inhibition. E. coli MC4100 TorA-mCherry Tat export, fluorescence. inhibition, % at 10 µM. 340,000 tested, 0.036% active. AID 488895;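 active = mean replicate inhibition at least 50% and at least half of replicates individually reaching 50%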;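 also: exported cargo escapes ClpAP degradation while cytoplasmic cargo is degraded and loses fluorescence; 0% = median of neutral control wells and 100% = median of NaSCN control wells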
V-ATPase pHluor: regulators of yeast V-ATPase proton transport; S. cerevisiae, pHLuorin cytosolic pH fluorescence; response, % at 10 µM; 350,000 tested, 0.37% active; AID 504577; in the data active = response mostly above about 7.3%, no sharp cut-off; inactive = mostly below about 5.4%; also: actives read high; inactives centre near 0; some compounds called inactive have numbers as strong as hits
CAL PDZ FP-2: blocks peptide binding to human CAL PDZ domain; Q9HD26; purified CAL PDZ, TMR-peptide fluorescence polarization, 1 h; inhibition, % at 20 µM; 330,000 tested, 0.02% active; AID 504414;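 active = highest replicate inhibition of at least 40%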;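 also: plate controls were DMSO neutral control wells for no effect and unlabeled competitor peptide control wells for full effect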
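Material: tagged CAL PDZ protein CerCALP, purified; buffer or medium: sodium phosphate/NaCl buffer pH 7.4 with TCEP, IgG, Thesit; also added: fluorescent TMR peptide probe; schedule: 1 h incubation at room temperature before polarization reading; technique: fluorescence polarization from S- and P-plane intensities, G-factor corrected; control set: unlabelled peptide and DMSO controls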
* marks the source's active call; other numbers are inactive results; . = no result given.

SMILES	cardiac RTF act	CDK5 p35 inh	Wnt act	dFosB act	MITF TRPM1 HTS	Rtt109 HAT inh	CAL PDZ FP-1	Tat transport	V-ATPase pHluor	CAL PDZ FP-2
O=S(=O)(c1ccc(Br)cc1)N1CCN(c2ccc3nnc(-c4ccccc4)n3n2)CC1	-1	-2.7	-1	38*	.	-6	.	7	9	-2.2
COc1cc(C(=O)Nc2ccc(F)cc2Cl)ccc1OCC(=O)N1CCOCC1	-4	-0.7	-1	-3	16	-7	-4	1	-1	-1.7
CN1CCN(C(=O)/C(=C/c2cn(S(=O)(=O)N(C)C)c3ccccc23)NC(=O)c2ccccc2Cl)CC1	7	-2.9	-2	-10	9	9	-5	1	0	-1.5
CNc1ccc(Cl)nn1	1	0.4	-1	-5	-3	-2	-1	-8	4	0.1
O=C(CN1CCN(S(=O)(=O)N2CCCCCC2)CC1)Nc1ccc(Br)cc1	-3	2.8	2	-9	3	-2	-4	-11	3	-1.2
Cc1ccc(NC(=O)CCCn2c(=S)[nH]c3ccsc3c2=O)cc1C	-2	1.6	2	8	3	-5	-3	0	-2	-3.3
CNC(=O)c1ccc(NC(=O)Cc2ccc(S(=O)(=O)N3CCOCC3)s2)cc1	-6	0.1	2	-4	11	5	-1	-3	0	-1.1
COc1ccccc1CSc1nc2c(c(=O)n(C)c(=O)n2C)n1C	1	0.3	2	-2	-5	13	-2	-3	1	-0.5
CCn1c(SCC(=O)Nc2oc(-c3ccccc3)c(-c3ccccc3)c2C#N)nnc1-c1ccncc1	-6	-1.5	.	-12	-2	3	9	9	0	-3.2
COc1cc2cc(C)c(SCC(=O)N3CCOCC3)nc2cc1OC	13	-0.2	.	2	10	6	13	-5	-6	-4.5
O=C(Nc1cc(S(=O)(=O)N2CCOCC2)ccc1N1CCOCC1)c1ccccc1Cl	-3	2.6	-3	-2	-5	1	-3	1	-4	0.5
c1ccc(SCc2cn(C[C@H]3CC[C@@H]([C@@H]4CC[C@H](Cn5cc(CSc6ccccc6)nn5)O4)O3)nn2)cc1	1	1.2	-3	3	-2	4	-1	8	1	0.9
Cc1cc(=O)oc2cc(OCC(=O)Nc3ccc(N4CCC(C)CC4)cc3)ccc12	0	-1.4	-4	5	-12	6	2	-3	0	-0.9
COC(=O)Cn1c2c(c3cc(C)ccc31)CCCC2	0	-0.1	-1	-4	9	4	-1	-1	6	3.3
O=C(c1cccn2c(=O)c3ccc(Cl)cc3nc12)N1CCN(Cc2ccc3c(c2)OCO3)CC1	-3	0.6	-2	-10	-9	-9	.	-2	-3	-2.9
COc1ccc(OC(C)C(=O)NCCc2nc3ccccc3[nH]2)cc1 (stereo not given)	5	-2.1	.	4	-15	-13	1	-5	3	-0.6
COc1ccc(CCNS(=O)(=O)c2ccc(F)cc2)cc1OC	-5	1.3	-1	3	0	-9	-2	-13	-2	-2.3
CCN(CC(=O)NC(=O)NC1CCCCC1)Cc1ccccc1	-5	-0.8	0	4	18	0	-5	-2	-3	-2.2
COc1ccc(CNC(=O)COC(=O)CCCOc2ccc(Cl)cc2Cl)cc1OC	-3	0.8	-2	3	-1	-1	-2	-1	-2	-1.0
Cc1nc2sc(C(c3ccco3)N3CCc4ccccc4C3)c(O)n2n1 (stereo not given)	6	0.8	-3	-6	-7	4	0	2	-1	-2.4
CCOC(=O)c1sc2nc(SC)nc(-c3ccc(Cl)cc3)c2c1N	0	2.8	0	6	-2	-10	-2	-5	-1	-0.8
CCCCC(=O)Nc1ccc(NC(=O)C2CC2)cn1	0	-0.5	-3	1	3	-5	2	0	0	-1.8
Cc1nc2ccccn2c1C(=O)N/N=C/c1ccc([N+](=O)[O-])o1	-4	0.8	0	-1	-71	6	8	-10	-3	-1.0
CC(C)CC(=O)Nc1cc2c3c(c1)CCN3C(=O)CC2	5	-1.0	-1	-1	-5	14	-4	-2	0	-2.8
Cc1cc2c(c(=O)o1)C(C1C=CCCC1)C(C#N)=C(N)O2 (stereo not given)	3	-0.2	.	0	.	8	3	-6	-5	.
CN(CC(=O)NCc1ccccc1)S(=O)(=O)c1cnc[nH]1	-3	-2.1	-1	4	23	-1	-1	19	3	-3.0
CCC(NS(=O)(=O)c1ccc(OC)cc1)C(=O)O (stereo not given)	13	-2.0	-1	-5	.	5	-2	-6	-3	-0.8
CC1CCCCN1C(=O)c1cc(-c2ccc(Cl)c(Cl)c2)on1 (stereo not given)	-3	2.7	.	-10	109*	3	.	-8	6	-2.3
O=C(Nc1cccc2[nH]ncc12)NS(=O)(=O)c1ccccc1	0	2.0	-1	-64	-4	-4	-4	-10	2	0.0
COC(=O)CN1C(=O)C2(C(C#N)=C(N)Oc3c2c(C)nn3-c2ccccc2)c2ccccc21 (stereo not given)	-3	-1.0	.	-6	-19	17	0	-4	-1	-1.6
Cn1c(=O)oc2cc(S(=O)(=O)NCCCN3CCCC3=O)ccc21	1	-1.1	-1	2	.	-12	.	-1	6	0.6
COc1cc2c(cc1OC)[C@@H](NC(=O)Cc1ccc(F)cc1)[C@H](OCc1ccccc1)C2	3	3.3	-2	9	0	-5	1	-7	-1	0.0
Cc1nc2c(O)c3c(c(O)c2nc1C)C1C=CC3CC1	-2	-0.3	-6	0	-60	-4	-2	3	2	0.6
COc1ccc(NC(=O)CSc2nc(=O)n(CCN3CCOCC3)c3c2CCCC3)c(OC)c1	5	-0.9	-3	-2	-6	-1	-8	-9	-3	-0.7
CN(C)CCCn1c(=O)n(CCc2ccccc2)c(=O)c2c3c(sc21)CCCCC3	1	-1.4	-18	-3	.	4	.	11	-1	-3.8
Cc1nn(CCc2n[nH]c(=S)n2-c2ccc(F)c(Cl)c2)c(C)c1[N+](=O)[O-]	-3	0.7	.	0	3	-1	-9	-5	-8	0.4
Cc1cccc(-c2noc(CNC(=O)COc3ccccc3C)n2)c1	-2	-1.1	-5	-10	-2	5	-1	13	-2	-0.8
Cc1cc(CSc2nc(C)cc(=O)[nH]2)c2ncccc2c1	5	0.8	0	-5	1	-4	-2	-5	2	-0.6
S=C(Nc1ccc(Cl)cc1Cl)N1CCOCC1	5	-0.5	1	-5	-5	15	-2	-2	-2	0.1
COCCn1c(N)c(N(Cc2ccccc2)C(=O)C2CCCC2)c(=O)[nH]c1=O	5	0.5	-1	-3	8	2	-12	-5	0	7.3
Cc1ccc(C(=O)CCCn2nnc(-c3cccnc3)n2)cc1C	10	-0.6	3	-5	.	1	-6	-3	2	-1.4
CCOC(=O)c1c(C)[nH]c(C)c1C(=O)CSc1nc2ccccc2[nH]1	5	0.9	-4	-1	-9	4	-3	-8	-3	-0.8
O=P(O)(COc1ccccc1)COc1ccccc1	-1	-3.6	.	-7	.	-19	-6	8	2	26
Cc1ccc(F)c(NC=C2C(=O)OC(C)(C)OC2=O)c1	-2	5.2	-4	-7	12	34	-1	4	-5	-2.6
O=c1c2cc(Br)ccc2nc(-c2ccc([N+](=O)[O-])cc2)n1O	2	1.2	-11	5	-8	6	4	-1	0	-0.3
CC(C)Oc1ccc(S(=O)(=O)N2CCCCC2)cc1NC(=O)C1CCCC1	-3	0.8	-9	-10	2	9	-3	1	-3	-1.4
COc1cccc(-c2cc(C(=O)Nc3cnn(Cc4ccccc4C)c3)no2)c1	0	-0.9	.	43*	10	8	1	-2	0	.
COc1ccc(NS(=O)(=O)c2c(C)cc(C)cc2C)cc1	-13	0.3	-5	0	-4	12	-3	8	-1	-0.2
N#Cc1c(Cl)cccc1Oc1ccc(S(=O)(=O)Nc2ccccc2)cc1	.	0.7	-3	-8	.	2	-1	5	-1	-2.2
Cc1ccc(C(=O)OCC(=O)Nc2sccc2C(N)=O)cc1NC(=O)c1ccco1	-4	-0.5	.	-6	10	8	.	5	-1	-1.7
O=C(CN(C(=O)CCC(=O)Nc1ccccn1)c1cccc(F)c1)NCc1ccc2c(c1)OCO2	-2	0.2	-1	-4	-5	-13	-4	-3	-2	-3.1
O=C(CN1C(=O)/C(=C/c2ccc(F)cc2)SC1=S)NC1CCS(=O)(=O)C1 (stereo not given)	-2	.	-3	-8	-5	0	3	-15	-3	-1.8
O=C(/C=C/c1ccccc1[N+](=O)[O-])N1CCN(c2ccccc2F)CC1	2	-0.7	6	-8	9	1	-3	-1	0	-2.5
O=C(Nc1ccc(N2CCCC2)cc1)c1cc2ccccc2o1	-5	-1.3	2	10	28	1	.	-1	0	0.6
COc1ccc(-n2c(=S)[nH]c3ccccc32)cc1	-2	0.8	.	-7	-2	5	-1	1	-1	1.0
CC(=O)c1cc(F)c(N2CCN(C(=O)c3ccco3)CC2)cc1C	-2	-1.3	.	0	17	-6	.	-4	-4	0.2
Cc1ccc(Nc2nc(Cl)nc(N(C)C#N)n2)cc1	-3	-0.4	.	-12	-33	10	3	0	-1	-6.2
CC(=O)N1C(C)(C)CC(=NOC(=O)c2ccccc2)CC1(C)C	6	-2.6	1	-8	-4	-2	.	4	-1	-0.5
Cn1cc(CN2CCc3sccc3C2)c(-c2ccccc2F)n1	-2	-0.9	4	-4	5	-5	5	-7	11	-1.8
CCc1ccc2c(c1)c1nc(C)sc1n2CC(=O)OC	-1	0.7	-1	-3	5	-1	1	-5	1	2.5

(cont.)
SMILES	cardiac RTF act	CDK5 p35 inh	Wnt act	dFosB act	MITF TRPM1 HTS	Rtt109 HAT inh	CAL PDZ FP-1	Tat transport	V-ATPase pHluor	CAL PDZ FP-2
Cn1cc(CN2CCCC(C(=O)c3cc(F)ccc3F)C2)c2ccccc21 (stereo not given)	4	2.4	1	-7	1	-9	0	-5	2	0.2
O=C(OC1CCOC1=O)c1cc(-c2ccc(Br)cc2)nc2ccccc12 (stereo not given)	-7	0.5	.	-9	-3	9	-4	5	4	-2.9
Cc1noc(NS(=O)(=O)c2ccc(NC(=O)Nc3ccc(Cl)c(Cl)c3)cc2)c1C	0	0.0	.	4	3	18	-5	1	.	-2.6
CC(C)CCNC(=O)CCCOc1cc(=O)n(C)c2ccccc12	-3	0.9	9	-8	.	-1	-2	4	-3	-0.1
COc1ccccc1NC(=O)COc1cccnc1[N+](=O)[O-]	2	-1.5	0	-4	1	11	-1	-4	2	-0.3
CC(C)(C)Nc1nc2cc([N+](=O)[O-])ccc2o1	6	-0.4	1	3	13	14	-17	-1	0	0.2
CC(C)(C)c1ccc(S(=O)(=O)N2CCN(Cc3cc4c(cc3O)OCO4)CC2)cc1	-6	1.5	2	1	0	-2	1	-4	-1	-0.1
O=C(O)CCC(=O)N(Cc1ccccc1)Cc1ccccc1	2	-3.6	0	-9	.	5	-1	-2	-4	-0.5
O=C(N/N=C/c1ccc(OC(F)F)cc1)c1ccc(Br)cc1	7	-1.6	.	3	12	-3	-1	-2	2	-3.0
CCOc1ccc(NC(=O)CC2SC(=O)N(c3ccccc3)C2=O)cc1 (stereo not given)	0	-0.7	0	-1	-2	9	3	0	-1	-2.4

Part of the list above, limited to cardiac RTF act and Rtt109 HAT inh:
canonical_smiles	cardiac RTF act	Rtt109 HAT inh
O=C(N/N=C/c1ccc(OC(F)F)cc1)c1ccc(Br)cc1	7	-3
CCOc1ccc(NC(=O)CC2SC(=O)N(c3ccccc3)C2=O)cc1 (stereo not given)	0	9
